MITF act: increases MITF-driven TRPM1 promoter luciferase signal | SK-MEL-5 TRPM1-promoter luciferase, 24 h; % of positive control, neutral wells = 0 | activation, % at 12.5 µM | 0.75% of 300,000 active;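 active = mean activation of at least 80% with every replicate also reaching 80%; inconclusive = mean reaches 80% but some replicate falls short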;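 also: 0% = neutral control wells and 100% = parthenolide positive control wells; values of inactives mirror those of a sister screen read the other way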
AddAB inh: less growth of phage-infected E. coli with AddAB | E. coli expressing H. pylori AddAB, absorbance growth | inhibition, % at 11.9 µM | 0.29% of 330,000 active; in the data active = inhibition above about 12%;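 also: 0% = vehicle wells of infected cells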
SR-BI HDL uptake: mouse SR-BI HDL lipid transfer inhibition; 0.96% of 320,000 active; inhibition, % at 12.5 µM; Q61009; AID 488896; ldlA[mSR-BI] CHO cells, DiI-HDL uptake fluorescence, 3 h;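 active = mean replicate inhibition of at least 70% and a set share of replicates each scoring 70 or more; inconclusive = meets just one of the two criteria; inactive = fails both criteria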;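 also: 0% = median of neutral control wells and 100% = median of positive control wells; values of inactives mirror those of a sister screen read the other way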
Target sequence (Q61009 whole entry, looked up): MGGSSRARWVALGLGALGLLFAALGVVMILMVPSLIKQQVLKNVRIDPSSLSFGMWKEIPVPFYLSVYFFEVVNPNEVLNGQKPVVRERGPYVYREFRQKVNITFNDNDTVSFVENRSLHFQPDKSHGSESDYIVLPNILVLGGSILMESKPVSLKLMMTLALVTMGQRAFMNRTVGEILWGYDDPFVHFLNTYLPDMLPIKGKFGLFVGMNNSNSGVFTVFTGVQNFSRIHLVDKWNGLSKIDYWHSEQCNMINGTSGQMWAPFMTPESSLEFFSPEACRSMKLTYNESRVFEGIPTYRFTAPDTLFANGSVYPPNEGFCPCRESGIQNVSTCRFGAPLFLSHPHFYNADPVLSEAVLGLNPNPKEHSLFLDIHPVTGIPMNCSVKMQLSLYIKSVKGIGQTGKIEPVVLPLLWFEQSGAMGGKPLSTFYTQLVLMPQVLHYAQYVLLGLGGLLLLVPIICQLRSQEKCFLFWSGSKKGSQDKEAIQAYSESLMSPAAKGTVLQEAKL
Tat transport: inhibitors of E. coli Tat protein transport; E. coli MC4100 TorA-mCherry Tat export, fluorescence; inhibition, % at 10 µM; 0.036% of 340,000 active;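 active = mean replicate inhibition at least 50% and at least half of replicates individually reaching 50%; inconclusive = only one of the two criteria met; inactive = neither criterion met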;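 also: exported cargo escapes ClpAP degradation while cytoplasmic cargo is degraded and loses fluorescence; 0% = median of neutral control wells and 100% = median of NaSCN control wells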
CAL PDZ FP-1: blocks peptide binding to human CAL PDZ domain; 0.02% of 330,000 active; Q9HD26; AID 504414; inhibition, % at 20 µM; purified CAL PDZ, TMR-peptide fluorescence polarization, 1 h;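 active = highest replicate inhibition of at least 40%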;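 also: plate controls were DMSO neutral control wells for no effect and unlabeled competitor peptide control wells for full effect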
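material = purified tagged CAL PDZ domain construct (CerCALP) | compound dosing = 20 µM, one dose | times = 1 h at RT | measured by = fluorescence polarization from S- and P-plane intensities, G-factor corrected | read-out = inhibition from polarization loss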
Ecoli viability: reduces bacterial viability in AddAB counter-screen. E. coli V3065 growth, OD600 absorbance, 18 h. AID 449728. 0.27% of 330,000 active. inhibition, % at 11.9 µM;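 active = inhibition above the campaign's mean inhibition across all tested compounds plus 3 SD, cut at about 9.9% in these data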;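 also: uninfected addAB+ strain grown without phage in ampicillin broth; 0% = DMSO wells and 100% = ciprofloxacin 0.95 µg/ml wells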
phage Ecoli inh: E. coli growth loss with phage present | inhibition, % at 11.9 µM | 0.26% of 360,000 active | growth absorbance; in the data active = inhibition above about 11%
CAL PDZ FP-2: blocks peptide binding to the human CAL PDZ domain | purified CAL PDZ, TMR-peptide fluorescence polarization, 1 h | inhibition, % at 24.9 µM | 0.92% of 300,000 active | AID 602252;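 active = mean inhibition of at least 30% with at least half of replicates also reaching 30%; inconclusive = no clear call, values can overlap the other calls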;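 also: 0% = DMSO neutral control and 100% = excess unlabeled competitor peptide PRC23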
Wnt bcat act: Wnt/beta-catenin pathway activation | Wnt/beta-catenin reporter cell assay, activator, plate reader | activation, % at 9.35 µM | 1.2% of 300,000 active; in the data active = activation above about 30%, passing the limit was not always enough; inconclusive = no clear call, values can overlap the other calls;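 also: 0% = neutral control wells and 100% = positive control wells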
SR-BI DiI-HDL act: enhances SR-BI lipid uptake from DiI-HDL; 0.096% of 320,000 active; activation, % at 12.5 µM; CHO ldlA[mSR-BI] cells, DiI-HDL uptake fluorescence, 3 h; 100 = double the neutral-control signal;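 active = mean replicate activation of at least 60% and every replicate at or above 60%; inconclusive = mean or all-replicate condition met, but not both; inactive = mean below 60% and not all replicates reaching 60%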;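 also: 0% = median plate neutral-control signal and 100% = twice that signal; values of inactives mirror those of a sister screen read the other way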
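System: LDL receptor-deficient CHO ldlA cells overexpressing murine SR-BI | Timing: 3 h uptake period with compound, 37 °C | Medium: HEPES-buffered (25 mM, pH 7.4) F12 plus 0.5% BSA | Dosing: Single-point compound dose | Signal: Bottom-read fluorescence, 550/595 nm | Read-out: Retained DiI signal reflecting DiI-HDL uptake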
The depositor's hits bear a star; ? = inconclusive; nt = no result given.

SMILES	MITF act	AddAB inh	SR-BI HDL uptake	Tat transport	CAL PDZ FP-1	Ecoli viability	phage Ecoli inh	CAL PDZ FP-2	Wnt bcat act	SR-BI DiI-HDL act
Cc1cccc(NS(=O)(=O)c2cc(Cl)ccc2Cl)n1	11	4.8	-22	2	-4.9	0.0	1.9	-2	0	22
Cc1cccc(OCC(=O)N2CCC3(CC2)CC(=O)c2ccccc2O3)c1	10	1.9	-6	3	-1.8	0.0	1.7	9	-2	6
CCN(C(=O)COC(=O)CCc1ccc(OC)cc1)c1c(N)n(Cc2ccccc2)c(=O)[nH]c1=O	3	nt	2	-5	-1.2	nt	-1.0	44*	-1	-2
Cn1c(=O)[nH]c(=O)c2c1nc(SCC(O)CO)n2Cc1ccccc1Cl (stereo not drawn)	-9	1.1	0	6	-1.7	-0.2	1.4	-2	nt	0
Cc1ccccc1NC(=O)NC1CCCCC1C (stereo not drawn)	-8	1.6	12	-3	-1.9	-0.6	5.7	-1	-3	-12
COc1cccc(CSc2nc3cc4c(cc3cc2C)OCCO4)c1	-4	3.4	3	12	-0.2	-0.3	1.7	-1	-1	-3
CC[C@H]1C(c2ccc(F)cc2)=NN(c2ccccc2)[C@@H]1CO	3	-0.4	17	19	-1.9	0.2	1.7	1	-2	-17
COc1ccc(C(c2sc3nc(C)nn3c2O)N2CCCCC2)cc1 (stereo not drawn)	2	-2.3	-31	-10	0.0	1.1	0.3	nt	-2	31
COc1ccc(NC2CCCN(C(=O)CSc3ccccn3)C2)cc1OC (stereo not drawn)	1	3.0	-6	7	-2.2	2.1	-1.2	2	6	6
Cc1c(NC(=O)c2cccc(NC(=O)COc3ccc(C#N)cc3)c2)c(=O)n(-c2ccccc2)n1C	-7	nt	48	3	-0.4	nt	3.6	nt	6	-48
O=C(COC(=O)/C=C/c1ccc(F)cc1)Nc1cc(C(F)(F)F)ccc1N1CCOCC1	4	-0.3	-23	-2	-3.4	0.4	2.0	-4	nt	23
Cn1nc(C(F)(F)F)c2cc(C(=O)Nc3ccc(C(F)(F)F)cc3)sc21	nt	1.9	84*	-5	-0.9	0.7	6.1	4	-22	-84
CCc1nc2n(n1)C(O)c1cc([N+](=O)[O-])ccc1S2 (stereo not drawn)	nt	0.7	-5	7	-0.9	-1.9	0.5	-5	42*	5
CC(=O)Nc1ccc(S(=O)(=O)NCc2ccc(C(=O)N3CCOCC3)cc2)cc1	-11	3.7	-5	1	-3.0	-1.5	0.2	-1	-2	5
Cc1cc(OCC(=O)N2CCC(O)(c3ccc(Cl)cc3)CC2)c2c(C)cc(=O)oc2c1	-4	2.9	-6	-5	0.0	3.0	-1.1	-3	-2	6
O=C(CCC(=O)N1CCN(c2ccccn2)CC1)c1ccc(Cl)s1	8	0.8	3	4	-0.4	-1.5	1.7	nt	5	-3
NC(=O)CNC(=O)[C@@H]1CC2(CC(c3ccc(Cl)cc3)=NO2)CN1C(=O)c1ccccc1 (stereo partly drawn)	3	0.8	-9	12	0.3	3.6	1.2	0	-1	2
O=C1C=Cc2ccccc2/C1=C/c1[nH]c(=O)[nH]c1O	-22	0.0	6	-12	-0.4	-0.3	-2.2	-2	10	-6
Cc1ccc(-c2nc(CS(=O)CC(=O)NC3CC3)c(C)o2)cc1 (stereo not drawn)	5	0.0	9	-1	-3.4	-0.7	1.6	-3	-1	-9
CCCCC/C=C\C/C=C\C/C=C\CCCCC(=O)O	5	0.8	-47	4	-0.4	-0.9	2.1	-3	-1	47
O=S(=O)(c1ccc(Br)cc1)N1CCn2c(nc3ccccc32)C1	nt	-0.3	-8	3	0.0	1.2	2.7	nt	10	8
CC(C)N(C(=O)CO/N=C/c1cccc([N+](=O)[O-])c1)C(C)C	-1	-0.7	6	-14	-2.7	-0.4	2.2	-1	0	-6
CCOc1ccc(-n2c(N)c(C(=O)NCC3CCCO3)sc2=S)cc1 (stereo not drawn)	-10	-1.0	16	13	-2.3	1.7	1.1	-2	-7	-16
COc1ccc(CCNc2nc(-c3cccnc3)nc3ccccc23)cc1OC	11	4.6	10	0	-8.5	1.1	1.5	1	5	-10
COC(=O)COc1cc(=O)oc2ccc(NS(=O)(=O)c3ccccc3)cc12	-5	-1.2	3	-2	-0.7	-2.6	0.6	-3	3	-3

Continuation:
SMILES	MITF act	AddAB inh	SR-BI HDL uptake	Tat transport	CAL PDZ FP-1	Ecoli viability	phage Ecoli inh	CAL PDZ FP-2	Wnt bcat act	SR-BI DiI-HDL act
Cc1ccc(NC(=O)c2ccccc2F)c(NC(=O)c2ccccc2F)c1	nt	7.5	7	2	-1.0	-0.7	0.8	nt	26	-7
Cc1ccc(NC(=S)N2CCN(c3ccccc3F)CC2)c(C)c1	nt	3.0	23	-7	-0.8	1.4	3.2	-1	0	-23
COc1ccc(Nc2nc(NC(C)(C)C)nc(N3CCOCC3)n2)c(OC)c1	-1	-0.2	50	4	-2.7	-2.0	3.2	0	-15	-50
COc1ccc(S(=O)(=O)N2CCN=C2SCc2cccc(C)c2)cc1	1	0.6	5	5	-1.3	0.5	4.2	-2	-1	-5
Cc1c(Nc2ncccc2C(=O)O)cccc1C(F)(F)F	9	-0.1	-1	-11	0.7	0.2	3.2	-4	6	1
CCCCOC(=O)Nc1cc(C)c(Cl)cc1OC	-5	4.3	49	5	-3.8	-1.9	0.3	2	nt	-49
CCOC(=O)Cc1cnc(NC(=O)CSc2nc(C)c(CC)c(=O)[nH]2)s1	4	0.2	0	-3	nt	0.4	3.7	2	-7	0
CCOc1ccccc1NC(=O)CSc1nnnn1Cc1ccccc1	5	1.4	22	-5	-0.8	2.8	0.1	nt	nt	-22
CCOC(=O)c1c(-c2cccc(N)c2)cn2ccccc12	8	-1.1	1	3	-0.6	2.0	3.2	nt	-2	-1
COc1ccccc1Nc1c2ccccc2nc2ccccc12	-23	2.7	8	-1	0.6	2.3	3.7	-1	-1	-8
COc1ccc(N2C(=O)CC(NNc3ncc(Cl)cc3Cl)C2=O)cc1 (stereo not drawn)	-1	-1.3	10	7	-2.2	-1.4	-2.6	8	-1	-10
CCOC(=O)c1cc(CO)cc(C(=O)OCC)c1	-5	-0.8	-9	1	-0.4	-1.3	3.7	-4	-1	9
COc1ccc(C2(c3ccc(OC)cc3)NC(=O)N(CC(=O)Nc3ccccc3C(F)(F)F)C2=O)cc1	6	2.6	8	0	0.5	-0.2	2.0	-5	1	-8
COc1ccccc1-n1cnnc1SCC(=O)Nc1ncc(Cl)cc1Cl	-7	-2.1	9	-9	-0.6	2.1	-1.1	4	nt	-9
COc1ccc(NC(=O)c2nc[nH]c2C(=O)N2CCN(c3ccccc3)CC2)cc1	0	1.8	-4	2	0.3	2.4	2.0	0	-4	4
Clc1ccccc1-c1nnc(CNC2CC2)o1	8	1.1	7	-1	-1.9	0.9	3.3	-1	-3	-7
CCOc1ccc(CNC(=O)CCCC(=O)n2ncc3cc(C)ccc32)cc1	15	0.0	0	-2	1.2	-1.3	2.4	8	5	0
Fc1ccc(-c2noc(-c3ccc4c(c3)CCO4)n2)cc1	nt	0.8	-3	-12	-2.1	-0.2	-3.5	nt	6	3
CCc1nc(SCC(=O)Nc2ccc(C(=O)O)cc2)n[nH]1	-6	1.3	nt	-11	-0.9	0.5	0.1	nt	0	nt
COc1nccnc1NS(=O)(=O)c1ccc(NC(=O)c2ccc(F)cc2)cc1	0	6.2	nt	-2	-0.3	4.3	7.5	nt	-1	nt
O=C(Nc1cccc([N+](=O)[O-])c1)c1cc(S(=O)(=O)N2CCOCC2)cs1	-10	-2.5	66	-8	-1.7	-0.9	0.6	-2	1	-66
COc1cc2c(cc1OC)C(c1cc3ccc(C)cc3[nH]c1=O)N(C(=O)c1ccco1)CC2 (stereo not drawn)	8	2.4	-4	2	-2.1	-0.1	1.3	41*	-2	4
CN(C)C(=O)c1ccc(NC(=O)COc2ccc([N+](=O)[O-])cc2)cc1	9	3.1	5	9	0.7	1.4	0.9	-4	-2	-5
COc1ccnc(NCc2ccc(Cl)cc2)c1C#N	19	1.6	11	-2	0.0	1.6	-0.2	-3	nt	-11
CC(NC(=O)CN1C(=O)COc2ccccc21)c1ccccc1 (stereo not drawn)	4	0.1	15	-2	-1.3	1.6	2.2	0	-2	-15

The list goes on.
SMILES	MITF act	AddAB inh	SR-BI HDL uptake	Tat transport	CAL PDZ FP-1	Ecoli viability	phage Ecoli inh	CAL PDZ FP-2	Wnt bcat act	SR-BI DiI-HDL act
Cc1ccc2[nH]c(=O)c(CNS(=O)(=O)c3ccccc3)c(-c3ccccc3)c2c1	-7	6.4	-19	?	-0.1	1.6	3.6	-2	1	19
O=C(Nc1ccc(N2CCN(C(=O)c3ccccc3)CC2)cc1)c1ccc(Br)o1	6	0.2	46	6	-0.1	1.2	0.7	-2	nt	-46
CCCCCCOC(=O)C(C#N)c1nc2ccccc2nc1N1CCN(C)CC1 (stereo not drawn)	nt	1.1	-9	12	-2.8	-2.0	3.7	-7	-5	9
C[C@@H](C(=O)N1CCN(C(=O)OC(C)(C)C)CC1)n1cc(CCCN=C(NC(=O)OC(C)(C)C)NC(=O)OC(C)(C)C)nn1	8	3.2	5	3	0.5	-1.2	2.4	-3	2	-5
CC(=O)N1c2cc3ccccc3cc2N(C(C)=O)c2cc3ccccc3cc21	-2	nt	-15	-9	0.0	nt	1.9	-3	3	15
C#CCNC(=O)C1=C[C@H](c2ccccc2)[C@@H](CCCO)[C@H](OCC)O1	-4	4.6	-14	-5	1.1	0.2	2.8	-2	-5	14
Cc1ccc2c(c1)CCCN2C(=O)c1ccc2c(c1)OCO2	3	-0.5	39	-9	-0.6	-2.9	1.3	4	nt	-39

High-throughput results from PubChem BioAssay.
